# Eya2 inh: qHTS Assay for Inhibitors of the Phosphatase Activity of Eya2; Protein phosphatase EYA2 (Homo sapiens), O00167; recombinant Eya2, OMFP fluorescence dephosphorylation (OMFP is methylfluorescein phosphate); Potency, µM (highest dose often 76.9 µM), for inactives: at the highest dose activity, negative = inhibition, most hits filed as inhibitors; 330,000 compounds, 0.006% hits; note: potency is the fitted concentration of half-maximal effect; % is set by controls: 0 for no effect and ±100 for the full control effect
#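 Eya2 protein (added as 0.2 uM solution) was preincubated with compound for 10 min at ambient temperature in 50 mM HEPES pH 7.5, 50 mM NaCl, 5 uM MgCl2, 0.05% BSA, 1 mM DTT. OMFP (added at 50 uM) then reacted 10 min; fluorescence read at 485/525 nm.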
# ELG1 repair inh: qHTS screen for small molecules that inhibit ELG1-dependent DNA repair in human embryonic kidney (HEK293T) cells expressing luciferase-tagged ELG1. AID 504467, 2011. 330,000 compounds, 2.3% hits. Potency, µM (highest dose often 46.1 µM), inactives show at the top dose activity change, negative = inhibition, usual class: inhibitors. HEK293T ELG1-luciferase reporter, luminescence, 16 h; DNA damage induced by 5-fluorouridine; note: potency is the fitted concentration of half-maximal effect; % is set by controls: 0 for no effect and ±100 for the full control effect; nearly all actives have a fitted effect of over 55% in size
#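 In this reporter screen, reduction of luminescence relative to DMSO vehicle indicated activity. Compounds and 5-fluorouridine were added together to 2,000 cells per well, incubated for 16 hr at 37 °C, then developed with ONE-Glo.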
# AT treatment: qHTS Assay for Identifying a Potential Treatment of Ataxia-Telangiectasia; […] A-T fibroblasts, KAP-1 phosphorylation AlphaLISA; neocarzinostatin DNA damage 30 min before lysis; Potency, µM (highest dose often 57.5 µM), without a hit: at the top dose activation, actives largely listed as activators; 320,000 compounds, 0.19% hits; note: potency is the fitted concentration of half-maximal effect; % of control where 0% means no effect; nearly all actives have a fitted effect of over 45% in size
#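 ATM-like activity read as KAP-1 phosphorylation via AlphaLISA donor/acceptor antibody pairs after lysis and 6 hr at 25C. Cells were ATM-null patient fibroblasts ([…], hTERT), dosed 60 min, then exposed to the DSB inducer NCS for 30 min.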
# TSHR antagonist: Antagonists of the Thyroid Stimulating Hormone Receptor: HTS campaign; 330,000 compounds, 0.2% hits; Thyrotropin receptor (Homo sapiens), P16473; activity change, negative = inhibition, % at 11.5 µM; TSHR-expressing cells, TSH-stimulated cAMP HTRF, 2 h; stronger effect = lower value;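 active = activity change below a set negative limit, meaning inhibition stronger than a set level, cut at about -70% in these data; inconclusive = activity change between two set negative limits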; note: % is set by controls: 0 for no effect and ±100 for the full control effect
# Target sequence (P16473 whole entry, looked up): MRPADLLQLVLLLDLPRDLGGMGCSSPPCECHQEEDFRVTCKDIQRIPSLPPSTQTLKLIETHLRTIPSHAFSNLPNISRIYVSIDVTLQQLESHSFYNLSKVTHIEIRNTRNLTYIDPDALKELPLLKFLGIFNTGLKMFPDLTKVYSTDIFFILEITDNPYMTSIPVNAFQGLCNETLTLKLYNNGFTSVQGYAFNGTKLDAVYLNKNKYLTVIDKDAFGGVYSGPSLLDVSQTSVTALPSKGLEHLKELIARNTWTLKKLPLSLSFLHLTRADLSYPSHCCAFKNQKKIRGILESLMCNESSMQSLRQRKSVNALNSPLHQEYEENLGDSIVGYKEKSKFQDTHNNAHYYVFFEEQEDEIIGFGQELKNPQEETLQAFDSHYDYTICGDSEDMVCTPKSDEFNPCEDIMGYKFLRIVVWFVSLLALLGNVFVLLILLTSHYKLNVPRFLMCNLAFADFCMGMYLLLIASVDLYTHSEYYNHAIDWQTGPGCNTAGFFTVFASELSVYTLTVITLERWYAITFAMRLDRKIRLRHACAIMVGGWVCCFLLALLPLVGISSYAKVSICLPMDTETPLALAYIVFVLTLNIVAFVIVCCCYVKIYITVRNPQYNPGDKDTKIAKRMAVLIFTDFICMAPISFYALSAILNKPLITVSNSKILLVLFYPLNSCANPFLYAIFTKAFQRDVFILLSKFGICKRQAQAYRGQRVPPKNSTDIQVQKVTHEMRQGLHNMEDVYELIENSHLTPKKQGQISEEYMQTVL
#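 TSHR-expressing cells, 200/well, pre-treated with compound, then stimulated with EC80 TSH (4nM final) for 2 hours at 37 deg C. cAMP measured by competitive HTRF: anti-cAMP cryptate antibody in lysis buffer plus cAMP-d2, read after 30 minutes at room temperature.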
# TCR activator: Activators of T cell receptors: qHTS campaign; Potency, µM (top dose mostly 9.22 µM), inactives show top-dose activation of IL-2 secretion, hits mostly activators; primary human leukocytes, anti-CD3, IL-2 HTRF, 48 h; 330,000 tested, under 10 active; note: % of control where 0% means no effect
#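 Using a-CD3 beads without co-stimulation, primary human leukocytes were exposed to compounds for 48 hr. An HTRF IL-2 kit measured the cytokine, with europium-to-d2 energy transfer producing emission at 665nm upon 320nm excitation.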
# USP2a inh: qHTS Assay for Inhibitors of Ubiquitin-specific Protease USP2a Using CHOP2 as the Reporter; USP2 core, Ub-CHOP2 coupled fluorogenic reporter, 485/531; Potency, µM (titrated, usually from 38.3 µM), for inactives: at the highest dose activity change, negative = inhibition, usual class: inhibitors; 330,000 compounds, 0.01% hits; AID 463254, 2010;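 note: potency is the fitted concentration of half-maximal effect; plate controls were DMSO wells for no effect and full inhibition by NEM control for full effect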
#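 USP2 core (10nM final) preincubated 30min RT with compound in 20mM Tris-HCl pH 8.0, 2mM CaCl2, 2mM beta-mercaptoethanol, 0.05% CHAPS; 25nM Ub-CHOP2 plus 25nM reporter substrate added, fluorescence (Ex485/Em531) read after 60min.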
# TRPV1 agonist: HTS Assay for Compounds that Act as Agonists of the Vanilloid Receptor 1; TRPV1-expressing cells, Fluo-8 calcium influx, agonist mode; activation, % at 8.33 µM; 320,000 compounds, 0.19% hits; AID 540275, 2011; in the data active = activation above about 80%; inconclusive = between about 30% and that limit; note: 0% is about no effect
#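 TRPV1-expressing cells were cultured overnight at 35.5C and loaded with Fluo-8 calcium dye for 40 to 90 min at room temperature. After a 10 s baseline, compound was added and calcium influx was read kinetically for 3 min (ex 480/em 520 nm).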
# KCNH2 WT inh: qHTS for Inhibitors of KCHN2 3.1: Wildtype qHTS; 340,000 compounds, 0.37% hits; AID 720551, 2013; U2OS, BacMam KCNH2, thallium flux FluxOr; stronger effect = lower value; activity change, % at 1.84 µM; Voltage-gated inwardly rectifying potassium channel KCNH2 (Homo sapiens), Q12809;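 active = maximum activity change below -70%; inconclusive = maximum activity change between -70% and -50%; inactive = maximum activity change above -50%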; note: % is set by controls: 0 for no effect and ±100 for the full control effect
#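 U2OS cells transduced with wild-type KCNH2 virus are loaded with FluxOr dye for 45 min, and thallium flux is measured in kinetic reads before and after stimulation buffer. Rate constants are normalized to DMSO controls.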
# Mito fusion yeast: qHTS Assay for Small Molecule Inhibitors of Mitochondrial Division or Activators of Mitochondrial Fusion; S. cerevisiae fusion-defective mutant growth rescue, CellTiterGlo 48 h; 320,000 compounds, 0.23% hits; Potency, µM (highest dose often 46.1 µM), without a hit: at the highest dose growth rescue (activation), actives largely listed as activators;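 note: potency is the fitted concentration of half-maximal effect; % of control where 0% means no effect; nearly all actives have a fitted effect of over 45% in size; temperature-sensitive fusion mutants such as fzo1-1 at 37 °C on non-fermentable ethanol glycerol medium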
#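 S. cerevisiae fusion-defective temperature-sensitive mutants (e.g. fzo1-1, mgm1-5) grown 48 h at 37C in YPEG (ethanol/glycerol non-fermentable) medium with 23 nl compound per well; growth rescue read as CellTiterGlo luminescence.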
# KCNH2 3.1 block: qHTS for Inhibitors of KCHN2 3.1: Mutant qHTS; Potassium voltage-gated channel subfamily H member 2, brain isoform KCNH2 3.1 (human); U2OS KCNH2 3.1, thallium flux FluxOr; stronger effect = lower value; activity change, % (tested at about 1.8 µM); 340,000 compounds, 0.95% hits; AID 720553, 2013;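 active = maximum activity change below -70%; inconclusive = maximum activity change from -70% to -50%; inactive = maximum activity change above -50%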;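 note: thallium influx rate constant from kinetic fluorescence after stimulation buffer; % is set by controls: 0 for no effect and ±100 for the full control effect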
#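 Thallium flux via FluxOr fluorescence (Red40 quencher, 45 min loading) in U2OS cells virally expressing the KCNH2 3.1 isoform (1.77 x 10^8 /mL virus, overnight at 37 C). Rate constants from 2-min kinetic reads post-stimulation, normalised to positive and negative controls.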
# * hit, by the source's call; ? = inconclusive; . = no result given; & = joins results of further samples; [ ] = another dose, or the depositor's remark. Unless noted, calls come from the whole dose curve; as a rule, active = well fitted curve in the direction sought with a large enough effect; inconclusive = small, poorly fitted or top-dose-only effect, or another doubt; inactive = no such curve, though single readings can be large; an effect the other way counts as inactive or inconclusive. The list is partial; the hit share may differ from the screen's.
no.	structure	Eya2 inh	ELG1 repair inh	AT treatment	TSHR antagonist	TCR activator	USP2a inh	TRPV1 agonist	KCNH2 WT inh	Mito fusion yeast	KCNH2 3.1 block
1	CCOC(=O)c1sc(NC(=O)c2cccnc2)nc1C	14%	?	5%	1	2%	4%	4	-13	0%	-9
2	Cc1cccc(OCc2nnc(SCC(=O)Nc3ccc(C)c(C)c3)o2)c1	0%	-2%	5%	-11	-4%[46.1 µM]	1%	10	3	-1%	-12
3	C=CCn1c(=O)c(C(=O)NCc2ccccc2)c(O)c2ccccc21	-8%	-12%	26%	-15	-3%	2%	3	-4	-3%	16
4	CC(C)/C=C/C(=O)N1CCC(N2CCC(C(=O)N3CCOCC3)CC2)CC1	6%	4%	2%	6	-4%	1%	2	12	-1%	1
5	CCC(=O)C1CCCN(C(=O)c2ccc3nc(-c4cccc(OC)c4)oc3c2)C1 (stereo not drawn)	-6%	?	4%	0	2%	0%	-1	-9	-6%	18
6	Cc1cc(C)c2nc(N(CCN(C)C)C(=O)c3ccc(S(=O)(=O)N(C)CC4CCCO4)cc3)sc2c1 (stereo not drawn)	6%	6%	2%	17	7%	2%	-4	17	-2%	-24
7	CCn1c(C)c(C)c2cc(C(=O)NCCCN3CCCC3)ccc21	9%	8%	5%	-34	-2%	-1%	-2	0	-7%	0
8	Cn1c(CC2Sc3ccccc3NC2=O)nnc1SCC(=O)c1ccc(Cl)cc1 (stereo not drawn)	-9%	-7%	-1%	-2	-2%	0%	0	0	-1%	-3
9	CCNC(=S)Nc1ccc2ncoc2c1	-1%	-2%	-3%	-2	14%	-2%	0	4	-1%	18
10	COc1cc(C)c(NC(=O)c2cccc(S(=O)(=O)N3CCCC3)c2)cc1OC	-2%	-6%	6%	-43	0%	2%	.	-5	.	-4
11	Cc1cc(C)c(C(=O)CSc2nc(C)cc(=O)[nH]2)c(C)c1	-10%	-1%	-27%	4	.	0%	-19	1	0%	-13
12	COc1cccc(-n2c(Cc3cc(=O)[nH]c(=O)[nH]3)nnc2SCC(=O)N2CCCCCC2)c1	-6%	3%	6%	-3	-1%	0%	.	-6	2%	11
13	CCCCCn1c(=N)c(S(=O)(=O)c2ccc(Br)cc2)cc2c(=O)n3cccc(C)c3nc21	13%	3%	10%	2	1%	4%	?	0	2%	12
14	COc1ccc(NC(=O)CN2CCN(c3ccc(Cl)cc3)CC2)c(OC)c1	4%	-10%	2%	-1	0%	-2%	10	2	7%	.
15	Cc1ccc(-c2nc3cc(N)ccc3o2)cc1Br	-2%	?	0%	-1	0%	2%	0	1	1%	5
16	COC(=O)c1cc(Br)ccc1NC(=O)CCNC(=O)c1ccco1	0%	-6%	7%	3	-5%	1%	3	-4	1%	7
17	O=S(=O)(NCc1cc(-c2ccccc2Cl)no1)c1ccccc1	-28%	-4%	3%	0	3%	-1%	.	1	-1%	5
18	Cc1oc2c(C)c3oc(=O)c4c(c3cc2c1C)CCCC4	-6%	-1%	11%	19	-4%	0%	10	-7	-7%	-2
19	COC(=O)c1ccsc1NC(=O)CCS(=O)(=O)c1ccccc1	-1%	3%	-8%	13	-2%	-2%	0	-8	0%	2
20	CC(C(=O)Nc1ccc(F)cc1Cl)N(C)CCOc1ccccc1 (stereo not drawn)	-12%	-1%	14%	-2	-6%	-7%	30	-5	-1%	3
21	CCOC(=O)C1CCN(C(=O)c2ccc(C)o2)CC1	5%	16%	8%	-10	4%	-4%	.	-10	.	1
22	O=C(CNC(=O)c1ccc(Cl)cc1)Nc1ccc(S(=O)(=O)Nc2ncccn2)cc1	3%	12%	7%	1	-14%	-2%	3	-2	-1%	-3
23	Cc1ccc2[nH]c3c(N4CCCCCC4)ncnc3c2c1	6%	10µM*	5%	-27	.	0%	26	.	15%	.
24	COc1ccc(OC)c(C2=NOC(C(=O)Nc3cccnc3)C2)c1 (stereo not drawn)	8%	-10%	.	3	.	0%	2	24	1%	-9

# Quoted from the entries so far (7 entries):
no.	structure	Eya2 inh	ELG1 repair inh	AT treatment	TSHR antagonist	TCR activator	USP2a inh	TRPV1 agonist	KCNH2 WT inh	Mito fusion yeast	KCNH2 3.1 block
15	Cc1ccc(-c2nc3cc(N)ccc3o2)cc1Br	-2%	?	0%	-1	0%	2%	0	1	1%	5
16	COC(=O)c1cc(Br)ccc1NC(=O)CCNC(=O)c1ccco1	0%	-6%	7%	3	-5%	1%	3	-4	1%	7
17	O=S(=O)(NCc1cc(-c2ccccc2Cl)no1)c1ccccc1	-28%	-4%	3%	0	3%	-1%	.	1	-1%	5
18	Cc1oc2c(C)c3oc(=O)c4c(c3cc2c1C)CCCC4	-6%	-1%	11%	19	-4%	0%	10	-7	-7%	-2
19	COC(=O)c1ccsc1NC(=O)CCS(=O)(=O)c1ccccc1	-1%	3%	-8%	13	-2%	-2%	0	-8	0%	2
20	CC(C(=O)Nc1ccc(F)cc1Cl)N(C)CCOc1ccccc1 (stereo not drawn)	-12%	-1%	14%	-2	-6%	-7%	30	-5	-1%	3
21	CCOC(=O)C1CCN(C(=O)c2ccc(C)o2)CC1	5%	16%	8%	-10	4%	-4%	.	-10	.	1

# (more compounds)
no.	structure	Eya2 inh	ELG1 repair inh	AT treatment	TSHR antagonist	TCR activator	USP2a inh	TRPV1 agonist	KCNH2 WT inh	Mito fusion yeast	KCNH2 3.1 block
25	Cc1cccc2cc(CN(CC(C)C)S(=O)(=O)c3ccccc3)c(=O)[nH]c12	-13%	?	2%	-8	0%	0%	19	-14	-6%	-15
26	O=[N+]([O-])c1ccc2nonc2c1Nc1ccccc1	-6%	22%	-4%	-3	-4%	1%	1	6	4%	6
27	Nc1ccc(N=Nc2ccccc2)c2cccnc12	-13%	?	3%	-11	-2%	-9%	1	5	-11%	-2
28	Cc1ccc(SC2CCN(C(=O)C3CCC(=O)N(C4CC4)C3)CC2)cc1 (stereo not drawn)	6%	0%	-1%	8	-4%	1%	4	9	2%	7
29	O=C1/C(=C/c2ccccc2)SC(=S)N1CCCC(=O)N1CCCCC1CCO (stereo not drawn)	-1%	?	4%	4	4%	-7%	7	14	-4%	-2
30	COc1ccc(S(=O)(=O)N2CCN(C3CCCCCCC3)CC2)cc1	11%&-1%	1%&2%	-9%&-1%	0&-8	0%&-2%	-6%&2%	28&10	13&4	-4%&1%	-4&1
31	Cc1ccc(NC(=O)Cn2c(=O)cnc3ccccc32)cc1S(=O)(=O)N(C)C	2%	-14%	-19%	-13	-5%[46.1 µM]	2%	-1	0	-3%	-2
32	CN(CCCC(=O)O)S(=O)(=O)c1ccc2c(c1)C(=O)c1cc(S(=O)(=O)N(C)CCCC(=O)O)ccc1-2	9%	6%	-1%	-2	-3%	-2%	0	-9	3%	2
33	CC(C)(C)c1cc(NC(=O)CCl)n(-c2ccccc2)n1	2%	-30%	27%	-11	4%	0%	8	-5	-15%	6
34	CCOCCCNC1=C(Cl)C(=O)c2ccccc2C1=O	0%	-24%	-9%	11	2%	0%	3	8	-2%	8
35	COc1cccc(OC)c1NC(=O)CN1CCC(NC(=O)c2cccc(F)c2)CC1	-13%	4%	.	-4	-4%[46.1 µM]	-1%	1	-17	-5%	2
36	O=C(COC(=O)C1CC(=O)N(Cc2ccccc2)C1)c1ccc(Br)cc1 (stereo not drawn)	7%	19%	-1%	-2	-4%[46.1 µM]	3%	13	-1	-5%	-9
37	COc1ccc(C(=O)NNC(=O)Nc2ccc(Cl)cc2)cc1	-6%	?	-3%	1	-2%	1%	5	3	-6%	25
38	COc1cc(C#Cc2ccc3cc(C(C)(C)O)oc(=O)c3c2)cc(OC)c1	-1%	11%	-6%	-25	-3%	0%	2	11	0%	-25
39	COc1ccc(-n2[nH]c(C)cc2=O)cc1	-28%	0%	-7%	2	2%	-1%	-1	12	-5%	10
